TbHK1 inh: Trypanosoma brucei hexokinase 1 inhibitors, primary screen, biochemical, G6PDH-coupled NADH absorbance, MLSCN library. AID 1430, 2008. actives 0.11% (n = 220,000). inhibition, % at 10 µM. recombinant TbHK1, G6PDH-coupled NADH A340;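 active = inhibition of 50% or more in the single-dose primary screen; inactive = inhibition below 50%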
p47phox inh: p47phox/p22phox peptide binding inhibitors, primary screen, biochemical, uHTS, NADPH oxidase regulatory subunit. Neutrophil cytosol factor 1 (Homo sapiens), P14598. fluorescence polarization, 2 h. inhibition, % at 24.7 µM. actives 0.53% (n = 220,000). AID 1274, 2008;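 active = inhibition above about 30%, limit read from the data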;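 also: 0% = p47phox with labelled peptide and 100% = labelled peptide alone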
zVAD death inh: inhibitors of zVAD-triggered necroptosis, primary screen, L929 cells; viability rescue, % at 10 µM; AID 1377, 2008; L929 zVAD necroptosis rescue, ATP luminescence, 24 h; with zVAD 60 µM; actives 0.38% (n = 220,000);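 active = activation, scaled between plate controls, above about 75%, limit read from the data; inactive = activation under that limit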;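 also: 0% = zVAD with DMSO and 100% = DMSO alone without zVAD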
Runt-CBFb FRET: inhibitors of RUNX1 Runt–CBFb binding, primary screen, biochemical, FRET, Cerulean-Runt, Venus-CBFb, uHTS; Runt-related transcription factor 1 (Homo sapiens) + Core-binding factor subunit beta …; Cerulean-Runt/Venus-CBFb FRET ratio 530/480, 1 h; inhibition, % at 20 µM; actives 0.46% (n = 220,000); AID 1496, 2009;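 active = inhibition over about 50% at 20 µM in the single-dose screen, limit read from the data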;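 also: 0% = DMSO wells and 100% = excess unlabeled CBFb competitor control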
Target sequence (Q01196 whole entry, looked up): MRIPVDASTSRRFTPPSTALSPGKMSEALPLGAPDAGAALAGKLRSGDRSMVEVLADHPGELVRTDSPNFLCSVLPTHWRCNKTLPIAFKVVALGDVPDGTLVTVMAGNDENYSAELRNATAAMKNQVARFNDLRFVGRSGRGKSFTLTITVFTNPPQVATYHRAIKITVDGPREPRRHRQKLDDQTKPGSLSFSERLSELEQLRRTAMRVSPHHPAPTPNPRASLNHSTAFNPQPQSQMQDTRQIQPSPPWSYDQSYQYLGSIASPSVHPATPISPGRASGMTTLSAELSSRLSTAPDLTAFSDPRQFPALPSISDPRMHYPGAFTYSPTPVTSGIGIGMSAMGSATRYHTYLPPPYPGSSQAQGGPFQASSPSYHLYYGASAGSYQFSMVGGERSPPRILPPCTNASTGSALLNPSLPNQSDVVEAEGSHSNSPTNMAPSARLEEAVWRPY
Target sequence (Q13951 whole entry, looked up): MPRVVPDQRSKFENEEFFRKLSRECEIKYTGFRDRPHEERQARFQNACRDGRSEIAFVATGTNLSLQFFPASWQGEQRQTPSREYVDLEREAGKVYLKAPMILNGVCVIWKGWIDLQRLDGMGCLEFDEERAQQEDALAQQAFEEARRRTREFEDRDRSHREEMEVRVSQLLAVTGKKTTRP
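System: Cerulean-labeled Runt domain protein | Quantity: 100 nM of each labeled protein | Schedule: 1 h compound exposure, room temperature | Detection: Fluorescence energy transfer, 422 nm excitation, 530/480 nm emission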
Hck Nef HTS: inhibitors of Nef-activated human Hck kinase, primary screen, biochemical, Z-Lyte FRET, 384-well, Hck-YEEI; inhibition, % at 20 µM; AID 463187, 2010; Recombinant Hck-YEEI plus Nef, Z-Lyte FRET kinase assay; actives 0.68% (n = 220,000); Tyrosine-protein kinase HCK (Homo sapiens), P08631;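 active = Hck-Nef kinase inhibition above about 50%, limit read from the data; inactive = inhibition below that limit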;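 also: 0% = DMSO with Hck plus Nef and 100% = Hck alone without Nef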
Mdm2 ligase inh: MDM2-luciferase reporter signal enhancers, primary screen, MDM2 E3 ligase inhibitor project, cell-based, luminescence, 1536-well; signal enhancement, % at 5 µM; AID 1230, 2008; E3 ubiquitin-protein ligase Mdm2 (Homo sapiens), Q00987; cell-based MDM2 ubiquitination luciferase reporter, 2 h; 0 = plate control, 100 = twice control, blank-subtracted; actives 0.11% (n = 210,000);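 active = signal enhancement of 30% or more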;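 also: luminescence tracks abundance of the self-degrading MDM2-luciferase fusion protein; higher signal means inhibition of MDM2 E3 ligase activity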
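Assay system: stable mammalian line carrying autodegrading MDM2–luciferase fusion reporter; amount: 2000 cells seeded into each well; buffer or medium: DMEM; benchmarks: plate control and blank wells; signal: luciferase luminescence; timing: 2 h compound exposure at 37 °C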
14-3-3 Bad inh: inhibitors of 14-3-3 zeta/Bad binding, primary screen, biochemical, TR-FRET, bovine 14-3-3 zeta; 14-3-3 protein zeta/delta (Bos taurus), P63103; TR-FRET 14-3-3zeta/Dy647-pBad peptide displacement, 1 h; inhibition, % at 21.7 µM; actives 0.71% (n = 220,000);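 active = inhibition above about 70%, limit read from the data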;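 also: 0% = full 14-3-3 plus peptide FRET controls and 100% = background without 14-3-3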
EBV gp42 block: Epstein-Barr virus gp42 inhibitors, primary screen, biochemical, uHTS, fluorescence polarization; inhibition, % (tested at 21.74 µM); actives 0.42% (n = 220,000); Fluorescence polarization binding assay, mP read-out; in the data active = inhibition above about 50%
Target sequence (Q1HVG2 whole entry, looked up): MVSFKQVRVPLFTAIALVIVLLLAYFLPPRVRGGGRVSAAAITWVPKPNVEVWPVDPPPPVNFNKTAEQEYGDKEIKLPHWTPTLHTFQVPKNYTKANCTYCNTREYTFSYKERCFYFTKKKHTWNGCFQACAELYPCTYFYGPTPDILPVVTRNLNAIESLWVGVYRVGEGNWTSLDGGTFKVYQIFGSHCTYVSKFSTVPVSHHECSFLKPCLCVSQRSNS
Runt-SMMHC FRET: inhibitors of RUNX1 Runt–CBFb-SMMHC binding, primary screen, biochemical, FRET, Cerulean-Runt, Venus-CBFb-SMMHC, uHTS | Runt-related transcription factor 1 (Homo sapiens) + Core-binding factor subunit beta … | Cerulean-Runt/Venus-CBFb-SMMHC FRET ratio 530/480, 1 h | inhibition, % at 20 µM | actives 0.74% (n = 220,000) | AID 1434, 2008;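 active = mean inhibition across duplicate retests at 20 µM reaching about 50%, limit read from the data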;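 also: 0% = DMSO wells and 100% = wells with excess untagged CBFb-SMMHC; inhibitors lower the FRET ratio by blocking Runt binding to CBFb-SMMHC; some results filed as inactive read as strong as hits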
* hit, by the source's call; . = no result given; [ ] = another dose, or the depositor's remark. Outcome played no part in choosing rows; overall some 3.2% were active at least once.

SMILES	TbHK1 inh	p47phox inh	zVAD death inh	Runt-CBFb FRET	Hck Nef HTS	Mdm2 ligase inh	14-3-3 Bad inh	EBV gp42 block	Runt-SMMHC FRET
Cc1ccnc(N(C(=O)Nc2ccccc2)C2=NCC(C)(C)S2)c1	-5	-3	1.7	0	15	-32	5	-9	2
O=C(C1COc2ccccc2O1)N1CCn2c(nc3ccccc32)C1 (configuration not stated)	-9	21	0.0	1	1	-2	-2	-3	0
CCC(C)NC(=O)CSc1nc2ccccc2c(=O)n1-c1c(C)n(C)n(-c2ccccc2)c1=O (configuration not stated)	-7	4	2.5	2	-13	-1	-4	1	-4
O=C(O)c1ccc2c(c1)ncn2C1CCCC1	-2	-2	0.1	0	23	-6	-1	8	-1
COc1ccc(-c2nnc(-c3ccc(N)cc3)o2)cc1	-32	-19	16	0	6	-32	15[fluorescence artefact?]	-13	-4
O=C(CSc1nnc(-c2cccnc2)n1Cc1ccco1)c1ccc2ccccc2c1	-6	-30	0.4	26	2	3	0	-14	19
CCn1nc(C)cc1-c1nnc(SCC(=O)Nc2ccccc2)n1CCCOC	-9	-9	0.7	2	7	-6	0	-20	-5
CCOC(=O)c1nn(-c2cccc(C)c2)c2nc(-c3ccccc3)c(C#N)c(=O)n12	-5	4	-0.4	0	5	-11	14	-20	1
CC1CCc2c(sc3nc(SCC(=O)O)n(-c4ccccc4)c(=O)c23)C1 (configuration not stated)	-26	5	0.3	-1	13	-12	6	-9	-6
COc1ccc(O[C@H]2C=C[C@@H](c3ccccc3)O[C@@H]2COC(=O)CC/C(C)=N/OC[C@@H](O)[C@H]2O[C@@H]3OC(C)(C)O[C@@H]3[C@H]2O)cc1	-3	-4	5.8	-5	-4	.	-3	-13	-8
CCOC(=O)C(NC(=O)Nc1ccc(F)cc1F)(Oc1ccc(F)cc1)C(F)(F)F (configuration not stated)	-4	-6	0.0	-3	3	-11	-8	11	4
Cn1c(=O)c2c(nc(N/N=C/c3ccc(OC(=O)c4ccco4)cc3)n2Cc2ccccc2)n(C)c1=O	25	-12	2.8	-2	4	-2	0	-29	-6
Cc1cc(C)c(NC(=O)C2CCCCN2C)c(C)c1 (configuration not stated)	1	0	-0.1	2	-2	7	5[fluorescence artefact?]	-3	-4
Cc1ccc(N=C2NC(=O)CS2)c(C)c1	2	-16	-0.1	0	1	5	-2	-10	-3
COc1ccc(/C=C/C(O)=C2/C(=O)NC3(C)CC2c2ccccc2O3)c(OC)c1OC (configuration not stated)	-17	12	-0.8	-5	25	-1	-10	-19	4
CCCCn1nnnc1NCc1ccc(OC)c(OC)c1OC	3	-4	-0.3	-3	0	-9	6	-9	1
COc1ccc(C(=O)N2CCN=C2SCc2cccnc2)cc1OC	-10	-4	1.3	1	0	-11	4[fluorescence artefact?]	-1	0
O=C(Cc1ccccc1)NCCN1CCCC1	-7	-10	-0.2	0	28	.	-3	-14	0
CNS(=O)(=O)c1cccc(C(=O)NCC(c2cccs2)N(C)C)c1 (configuration not stated)	-5	-4	-0.7	1	-1	7	-7	-12	3
CCOC(=O)Nc1ccc2c(C)cc(=O)oc2c1	-27	-3	0.7	-1	7	-21	16	-4	1
CC1=NN(C(C#N)c2ccccc2C)C(C)(C)C1 (configuration not stated)	2	-3	0.7	75*	-31	-12	-3	4	2
CCNc1nc(NCC)nc(ON=C(C)C)n1	2	3	-0.7	-1	-1	-14	5	-22	-5
CCOc1ccc(/C=N/Nc2cc(=O)n(C)c(=O)n2C)cc1	15	6	1.2	14	-2	-10	32[fluorescence artefact?]	-10	21
COc1ccc(Cc2nnc(SC)[nH]c2=O)cc1OC	-10	-5	-0.5	-2	0	-14	-8	0	-1
CC1Cc2ccccc2N1C(=O)Cn1nnc(-c2ccccc2NC(=O)C2CCC2)n1 (configuration not stated)	2	-6	0.3	1	-8	-15	1	-5	4

(listing goes on)
SMILES	TbHK1 inh	p47phox inh	zVAD death inh	Runt-CBFb FRET	Hck Nef HTS	Mdm2 ligase inh	14-3-3 Bad inh	EBV gp42 block	Runt-SMMHC FRET
Cc1ccc2nc(-c3ccc(NC(=O)CSc4ccccc4)cc3)[nH]c2c1	0	-3	9.4	0	-1	-7	28	-40	-1
Cn1nc(-c2ccc(Cl)cc2)c2cc(C(=O)N3CCCC3)sc21	-29	-15	3.2	0	2	-16	5[fluorescence artefact?]	14	0
O=C(COc1ccc([N+](=O)[O-])cc1)Nc1ccc(C(=O)Nc2ccccc2C(=O)O)cc1	-5	48*	3.9	0	20	-17	12	-2	-5
COCCN(C(=O)/C=C/c1ccccc1)c1nnc(-c2cccnc2)s1	-16	-2	7.9	-2	23	-13	5	-2	1
COC(=O)c1cc(=O)c2ccc(OC)cc2o1	.	-15	.	-2	.	.	2	-3	1
CCOC(=O)Cn1c(=NC(=O)CSC(C)=O)sc2cc(F)ccc21	-5	1	0.6	-5	23	-17	9[fluorescence artefact?]	-15	0
Cc1ccc(N=Cc2nc(-c3ccco3)oc2O)cc1	-12	-2	-0.1	3	0	-21	1[fluorescence artefact?]	-5	15
CCOCCCNC(=S)N1CCC(NC(=O)c2ccco2)CC1	-1	-7	-0.1	2	15	-18	34	-8	1
Cn1c(SCC(N)=O)nnc1-c1cnccn1	-2	-2	5.0	2	20	-1	-10	-2	-7
COc1ccc(Nc2nc3ccccc3nc2-n2nc(C)cc2C)cc1	-4	-8	-0.2	-14	-1	10	12	1	-26
COc1ccc(OC)c(S(=O)(=O)Nc2ccc3oc4c(c3c2)C(=O)CCC4)c1	-4	-16	0.0	0	1	-12	-1	-15	0
COC(=O)CCC(=O)c1oc2ccc(Cl)cc2c1NC(=O)CCCN1C(=O)c2ccccc2C1=O	-15	-10	0.0	-4	6	-5	8	-10	-14
CCOc1ccc(C(C#N)N2CCOCC2)cc1OC (configuration not stated)	2	-2	0.1	2	0	-2	3	-11	-2
CC(C)CN1CCN(Cc2nc3ccccc3s2)CC1CCO (configuration not stated)	-5	-4	1.9	0	19	1	-13	1	3
CCCn1c(CCC(=O)O)nc2cc(S(=O)(=O)N(CC)CC)ccc21	-4	-6	0.6	-1	-1	.	-7	-19	2
Cc1nnc(NC(=O)c2ccc(C)c(S(=O)(=O)N3CCCCCC3)c2)s1	5	-7	0.5	0	0	-10	10	-9	-4
CCOC(=O)CNC(=O)CSc1ncnc2c1cnn2-c1ccc(Cl)cc1	0	0	-0.4	-2	3	-27	-5	-11	-1
COc1ccc(C(C)=O)cc1CSc1ncccn1	-1	-12	0.7	-2	-63	-3	6	-7	3
Nc1ccc2c(c1)N=[N+]([O-])c1cc(N)ccc1C2	-22	-8	0.3	1	6	-7	-12	-18	-3
Cc1nc(OCc2ccccc2)c2ccccc2n1	-3	-6	-0.3	0	1	-14	37	-2	1
Cc1nc(-c2ccccc2)sc1C(=O)/C=C/N(C)C	-27	-12	3.1	4	6	-22	-6	-2	-8
Nc1nnc(COc2cccc(C(F)(F)F)c2)s1	0	-8	1.3	-2	0	-13	-1	2	2
O=[N+]([O-])c1ccc(N/N=C/c2ccc[nH]2)cc1	-10	-42	2.6	6	10	-6	-10	-15	-15
CC(=O)c1ccc(N2C(=O)NC3(CCCCC3)C2=O)cc1	-4	-7	1.4	1	-4	-8	-2	-1	-3
C/C(=N\NC(=O)C1CC1)c1ccc2c(c1)OCCO2	0	-13	10	2	23	-30	-11	3	1
O=C1c2ccc([N+](=O)[O-])cc2C(=O)N1c1c[nH]c(=O)[nH]c1=O	-1	3	2.8	-1	19	-1	-5	-3	0
CC(C(=O)Nc1sccc1C(N)=O)N1C(=O)C2CC=CCC2C1=O (configuration not stated)	5	-16	-0.2	-3	-1	-9	1	-5	-2
CCNc1nc(OCCNC(C)=O)nc(N(C)C)n1	3	-7	-0.5	-2	0	29	1	-8	-4
COC(=O)c1[nH]c2cc(OC)ccc2c1NC(=O)CCN1CCN(Cc2ccc3c(c2)OCO3)CC1	-14	-8	-0.2	1	1	3	-3[fluorescence artefact?]	-27	2

Gathered by group: the compounds so far with an aryl methoxy group.
SMILES	TbHK1 inh	p47phox inh	zVAD death inh	Runt-CBFb FRET	Hck Nef HTS	Mdm2 ligase inh	14-3-3 Bad inh	EBV gp42 block	Runt-SMMHC FRET
COc1ccc(-c2nnc(-c3ccc(N)cc3)o2)cc1	-32	-19	16	0	6	-32	15[fluorescence artefact?]	-13	-4
COc1ccc(O[C@H]2C=C[C@@H](c3ccccc3)O[C@@H]2COC(=O)CC/C(C)=N/OC[C@@H](O)[C@H]2O[C@@H]3OC(C)(C)O[C@@H]3[C@H]2O)cc1	-3	-4	5.8	-5	-4	.	-3	-13	-8
COc1ccc(/C=C/C(O)=C2/C(=O)NC3(C)CC2c2ccccc2O3)c(OC)c1OC (configuration not stated)	-17	12	-0.8	-5	25	-1	-10	-19	4
CCCCn1nnnc1NCc1ccc(OC)c(OC)c1OC	3	-4	-0.3	-3	0	-9	6	-9	1
COc1ccc(C(=O)N2CCN=C2SCc2cccnc2)cc1OC	-10	-4	1.3	1	0	-11	4[fluorescence artefact?]	-1	0
COc1ccc(Cc2nnc(SC)[nH]c2=O)cc1OC	-10	-5	-0.5	-2	0	-14	-8	0	-1
COC(=O)c1cc(=O)c2ccc(OC)cc2o1	.	-15	.	-2	.	.	2	-3	1
COc1ccc(Nc2nc3ccccc3nc2-n2nc(C)cc2C)cc1	-4	-8	-0.2	-14	-1	10	12	1	-26
COc1ccc(OC)c(S(=O)(=O)Nc2ccc3oc4c(c3c2)C(=O)CCC4)c1	-4	-16	0.0	0	1	-12	-1	-15	0
CCOc1ccc(C(C#N)N2CCOCC2)cc1OC (configuration not stated)	2	-2	0.1	2	0	-2	3	-11	-2
COc1ccc(C(C)=O)cc1CSc1ncccn1	-1	-12	0.7	-2	-63	-3	6	-7	3
COC(=O)c1[nH]c2cc(OC)ccc2c1NC(=O)CCN1CCN(Cc2ccc3c(c2)OCO3)CC1	-14	-8	-0.2	1	1	3	-3[fluorescence artefact?]	-27	2

Screens (PubChem BioAssay)
